# High-throughput results: PubChem BioAssay, The Scripps Research Institute Molecular Screening Center
# PME-1 inh: PME-1 (human) inhibition. Q9Y570. recombinant PME-1, FP-Rh probe fluorescence polarization. inhibition, % at 5.9 µM. 320,000 tested, 0.53% active;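 active = inhibition above the campaign mean of all compounds plus 3 SD, cut at about 26% in these data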;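 note: competitive labeling of PME-1 active site by serine hydrolase directed probe; 0% = PME-1 with DMSO and 100% = wells lacking PME-1 enzyme; inhibitors block probe labeling so polarization falls and inhibition rises; many of its hits are not listed in these tables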
# PREPL inh: human PREPL enzyme inhibition | Q4J6C6 | 320,000 tested, 0.68% active | inhibition, % at 5.96 µM | recombinant PREPL, fluorescence polarization activity-based probe; in the data active = inhibition above about 43%;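 note: 0% = enzyme with DMSO and 100% = wells lacking enzyme; many of its hits are not listed in these tables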
# PAD4 inh: inhibitors of human PAD4; recombinant PAD4, RCA probe fluorescence polarization; 330,000 tested, 0.41% active; inhibition, % at 6.36 µM; AID 485272;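 active = percent inhibition above a cutoff equal to the mean of all tested compounds plus 3 SD, cut at about 15% in these data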;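 note: 0% = PAD4 with RCA probe and DMSO and 100% = probe without PAD4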
# Target sequence (Q9UM07 whole entry, looked up): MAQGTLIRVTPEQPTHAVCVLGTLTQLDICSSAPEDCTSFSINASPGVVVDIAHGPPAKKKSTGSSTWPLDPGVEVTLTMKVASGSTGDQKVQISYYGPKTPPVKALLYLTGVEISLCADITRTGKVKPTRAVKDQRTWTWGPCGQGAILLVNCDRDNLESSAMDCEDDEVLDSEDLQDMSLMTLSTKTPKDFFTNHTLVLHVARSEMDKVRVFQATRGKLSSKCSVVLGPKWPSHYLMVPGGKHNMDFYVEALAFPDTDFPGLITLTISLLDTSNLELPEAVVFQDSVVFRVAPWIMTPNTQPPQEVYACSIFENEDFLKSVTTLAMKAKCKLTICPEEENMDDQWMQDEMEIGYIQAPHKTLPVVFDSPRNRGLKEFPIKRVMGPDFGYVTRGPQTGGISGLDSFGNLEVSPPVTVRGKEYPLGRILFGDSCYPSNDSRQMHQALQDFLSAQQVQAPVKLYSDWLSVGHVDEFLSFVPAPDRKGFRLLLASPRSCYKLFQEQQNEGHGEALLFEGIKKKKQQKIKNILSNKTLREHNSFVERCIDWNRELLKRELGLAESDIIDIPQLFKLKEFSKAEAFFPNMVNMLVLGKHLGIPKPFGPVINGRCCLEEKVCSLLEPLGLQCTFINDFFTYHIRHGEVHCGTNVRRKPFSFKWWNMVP
# LYPLA2 counter: LYPLA2 (human) inhibition in PME1 counter-screen; 320,000 tested, 0.38% active; recombinant LYPLA2, FP-Rh probe fluorescence polarization; AID 2177; inhibition, % at 5.9 µM; O95372;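 active = inhibition above the screen-wide mean plus 3 SD, limit set per campaign, cut at about 26% in these data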;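 note: 0% = LYPLA2 with DMSO and 100% = wells lacking LYPLA2 enzyme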
# PAFAH1B3 FP inh: PAFAH1B3 (human) inhibition; Q15102; recombinant PAFAH1B3, FP-rhodamine probe, fluorescence polarization; inhibition, % at 3.39 µM; 340,000 tested, 0.28% active; AID 492972;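 active = inhibition above the screen-wide average of all tested compounds plus 3 SD, cut at about 25% in these data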;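 note: 0% = enzyme with DMSO only and 100% = wells lacking PAFAH1B3 protein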
# Target sequence (Q15102 whole entry, looked up): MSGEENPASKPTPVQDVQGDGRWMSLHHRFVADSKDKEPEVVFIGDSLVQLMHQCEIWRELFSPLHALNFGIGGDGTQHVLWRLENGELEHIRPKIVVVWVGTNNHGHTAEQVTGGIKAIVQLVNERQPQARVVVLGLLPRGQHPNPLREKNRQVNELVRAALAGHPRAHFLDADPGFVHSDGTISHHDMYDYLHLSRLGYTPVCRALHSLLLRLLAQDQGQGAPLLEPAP
# GSTO1 inh: GSTO1 inhibition, counter-screen for RBBP9 inhibitors; inhibition, % at 5.96 µM; recombinant GSTO1, activity-based probe fluorescence polarization; P78417; 300,000 tested, 1.1% active;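 active = inhibition above the campaign mean inhibition plus 3 SD, cut at about 35% in these data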;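 note: 0% = GSTO1-1 with DMSO and 100% = wells lacking GSTO1-1 enzyme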
# LYPLA1 inh: blocks human lysophospholipase 1, a PME1 counter-screen; O75608; recombinant LYPLA1, FP-Rh probe fluorescence polarization; inhibition, % at 5.9 µM; 320,000 tested, 0.16% active; AID 2174;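 active = inhibition above the mean of all tested compounds plus 3 SD, set per campaign, cut at about 14% in these data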;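 note: inhibitors block serine hydrolase probe labeling of LYPLA1 so polarization falls; 0% = enzyme with DMSO and 100% = wells lacking LYPLA1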
# PAFAH1B2 FP inh: PAFAH1B2 (human) inhibition | P68402 | recombinant PAFAH1B2, FP-rhodamine activity probe, fluorescence polarization | inhibition, % at 3.39 µM | 340,000 tested, 1.2% active | AID 492953;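 active = inhibition above the mean of all tested compounds plus 3 SD, cut at about 24% in these data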;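 note: 0% = enzyme with DMSO and 100% = wells lacking PAFAH1B2; many of its hits are not listed in these tables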
# pPAFAH inh: inhibitors of human plasma PAF acetylhydrolase (pPAFAH); Q13093; inhibition, % at 3.39 µM; recombinant pPAFAH, FP-rhodamine probe fluorescence polarization; 330,000 tested, 1.5% active;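 active = inhibition above the mean inhibition across the screen plus 3 SD, cut at about 25% in these data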;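 note: inhibitors block binding of the rhodamine activity-based probe so polarization drops; 0% = enzyme with DMSO and 100% = wells lacking pPAFAH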
# Active calls of the source: *; . = no result given; & = joins results of further samples. This is a subset; count on the stated rates, not on these rows.
Compound	PME-1 inh	PREPL inh	PAD4 inh	LYPLA2 counter	PAFAH1B3 FP inh	GSTO1 inh	LYPLA1 inh	PAFAH1B2 FP inh	pPAFAH inh
COC(=O)c1sc(N)c(C(=O)OC)c1COC(=O)C12CC3CC(CC(O)(C3)C1)C2	-7	-4	-1	-9	-2	3	2	6	0
CN(C)S(=O)(=O)c1cccc(NC(=O)c2ccc(NS(=O)(=O)c3cccs3)cc2)c1	.	6	-2	.	-2	.	.	1	4
COc1ccc(C(=O)Nc2c3c(nn2-c2ccc(Cl)cc2)CS(=O)(=O)C3)cc1	-5	4	-3	2	8	1	6	0	-6
CCOc1ccc(C2CC(=O)N(Nc3ccc([N+](=O)[O-])cc3[N+](=O)[O-])C2=O)cc1 (configuration not stated)	0	-1	0	1	6	4	1	4	2
COc1ccc2nc(SCC(=O)Nc3ccc4sc(C)nc4c3)c(C#N)cc2c1	1	-6	1	-2	-10	0	-2	-3	2
O=C(CN(C(=O)c1csnn1)c1cccc(C(F)(F)F)c1)NCCc1ccccc1	3	1	1	-1	3	3	-2	4	6
COC(=O)c1ccc(CN2C(=O)NC3(CCCCC3)C2=O)cc1	-7	-2	-3	0	-2	-2	-3	-1	-6
CCOC(=O)c1[nH]c2ccc(OC)cc2c1NC(=O)OC	-7	-1	4	-1	12	6	-1	5	2
O=S(=O)(Cc1ccccc1)N1CCc2ccccc21	-7	-5	-4	-5	.	-6	1	.	4
COc1cccc(N2CCN(C(=O)CC(NC(=O)c3ccccc3)c3ccccc3)CC2)c1 (configuration not stated)	0	11	4	7	3	.	2	8	-2
Cc1c(C(=O)OCC(=O)NCc2ccco2)oc2ccccc12	2	1	3	2	8	.	1	4	5
CC(Sc1ccccn1)C(=O)Nc1ccccc1 (configuration not stated)	3	2	-4	-4	7	-5	-1	3	1
COc1ccc(NC(=S)Nc2cccc3ccccc23)cc1OC	12	25	-7	1	-1	0	0	3	14
C[C@H]1CCC[C@@]2(O[C@H](CCO)C[C@H](O)[C@H]2O)O1	6	6	0	4	-2	9	0	8	7
COc1cc(Cl)c(CN2CCCC(CO)(Cc3ccccc3F)C2)cc1OC (configuration not stated)	6	13	-2	2	3	2	1	2	1
CCn1c(=N)n(CC(=O)C(C)(C)C)c2ccccc21	-1	0	1	-3	0	8	-1	-4	3
Cc1ccccc1N(C(=O)Cc1cccs1)C(C(=O)NCC1CCCO1)c1cccnc1 (configuration not stated)	4	1	3	3	5	3	4	9	1
Cc1ccc(CCNC(=O)C2CCC(=O)N2CCc2ccccc2)cc1 (configuration not stated)	4	11	-2	-2	5	0	3	18	3
COC(=O)CN1C(=O)C2(OCCCO2)c2cc(Br)ccc21	-7	2	-3	-2	11	4	1	-1	6
COc1cc(C2N(c3ccc(F)cc3)C(=O)C3CCCN32)cc(OC)c1OC (configuration not stated)	-3	-9	-2	1	2	1	2	6	9
O=C1c2cccc3c(N4CCOCC4)c([N+](=O)[O-])cc(c23)C(=O)N1c1cccc2ccccc12	3	12	-3	2	9	-142	-3	5	1
CN(C(=O)CSc1nc2ccc([N+](=O)[O-])cc2s1)C1CCS(=O)(=O)C1 (configuration not stated)	-1	13	-1	4	0	5	-2	-3	1
CN(C)c1nc(N)nc(CSc2nnnn2-c2ccc(C(=O)O)cc2)n1	0	2	-1	3	0	-4	0	-4	0
CCCN1CCC(=O)N(CCSc2ccc(OC)cc2)CC1	0	6	-2	1	2	-2	-1	2	11
COc1ccc(C(=O)C2CCCN(Cc3cn[nH]c3-c3ccc(F)cc3)C2)cc1OC (configuration not stated)	-1	-15	-3	-3	1	5	-1	2	-1
O=C(CSc1nncc2ccccc12)N1CCCCC1	-10	-6	17*	2	6	3	-4	0	0
COc1ccc(N(C)S(=O)(=O)c2cccc(C(=O)NC3CCC(C)CC3)c2)cc1 (configuration not stated)	4	7	0	-5	0	-3	2	10	4
CCOc1ccc(CNC(c2ccccc2)c2ccccc2)cc1	-3	14	-1	-2	7	3	0	0	7
CC(=O)N(c1ccc(Br)cc1)C1C=CS(=O)(=O)C1 (configuration not stated)	4	14	7	-3	3	5	3	3	0
CCC1CCCCN1C(=O)COC(=O)c1cccs1 (configuration not stated)	.	22	-4	.	0	.	.	3	1
CCCN1C2CCCC1CC(NC(=O)c1ccc(F)cc1)C2 (configuration not stated)	1	17	-4	-1	8	0	0	5	-1
CN(Cc1ccccc1)C(=O)c1[nH]cnc1C(=O)N[C@@H](Cc1ccccc1)C(=O)OCc1ccccc1	-3	-5	-4	-2	0	2	-5	10	3
COc1ccc(C(=O)NC2CC2)cc1OC1CCN(C(C)CSC)CC1 (configuration not stated)	-5	0	2	12	6	3	5	2	6
Nc1nn(-c2ccccc2)c(N)c1N=Nc1ccc2c(c1)OCO2	13	60*	2	1	3	5	-1	1	14
COc1cccc(N(CC(=O)NCCSc2ccccc2)S(C)(=O)=O)c1	0	5	2	6	5	0	-1	7	3
COC(=O)/C(C#N)=C/c1c(N2CCN(c3ccc(OC)cc3)CC2)nc2c(C)cccn2c1=O	18	48*	3	4	7	7	5	-3	8
CC(CCc1ccco1)N(C)S(=O)(=O)c1csc(C(N)=O)c1 (configuration not stated)	4	5	-1	1	4	4	-6	4	0
Cn1c(=O)c2c(nc(N3CCC(C(N)=O)CC3)n2CCSc2nc3ccccc3s2)n(C)c1=O	3	11	-1	4	0	8	-2	3	2
CS(=O)(=O)C1=NSC2=NC(=O)/C(=C\c3ccc(-c4ccccc4)o3)C(=N)N21	1	-6	-6	-7	.	-25	-2	.	-11
O=c1c2c3c(sc2[nH]c(=S)n1Cc1ccco1)CCC3	1	-2	-6	-2	3	21	-3	3	25*
COc1ccc2[nH]c(C)c(CCNc3ccc(C(F)(F)F)cc3[N+](=O)[O-])c2c1	3	12	3	2	11	1	2	5	4
O=C(Cn1cc(C(F)(F)F)ccc1=O)Nc1ccc(N2CCOCC2)cc1	1	6	2	4	4	5	3	3	1
O=C(Cc1ccc([N+](=O)[O-])cc1)Nc1ccc(C(=O)N2CCOCC2)cc1	1	0	0	3	3	-1	3	-2	4
Cc1ccc(OCCn2cc(C=O)c3ccccc32)cc1	1	-26	-3	0	-3	-4	-4	0	4
COC(OC)C12c3ccccc3C(c3ccccc31)C1C(=O)N(c3cccnc3)C(=O)C12 (configuration not stated)	3	7	-1	7	13	0	4	-2	9
CCOC(=O)N/N=C/c1c(C)nn(-c2ccccc2Cl)c1Cl	-1	3	-1	2	-3	5	5	-1	5
COc1cc(C(=O)Nc2ccc(N3CCOCC3)cc2)ccc1OCc1c(C)noc1C	6	12	0	5	9	4	4	2	6
O=C(CSc1nc2ccccc2[nH]1)Nc1ccc2[nH]c(=O)[nH]c2c1	-17	11	0	-7	-1	.	-2	1	8
COc1ccc(-c2cc(C(=O)N(C)Cc3ccccc3)no2)cc1OC	0	-1	-1	-6	14	-3	-3	3	3
CN(C)CCCNc1ncnc2c1cnn2-c1ccccc1	5	-2	-3	9	-3	0	2	2	5
CC(C)(C)N(NC(=O)c1ccccc1)C(=O)c1cccc(C(=O)N(NC(=O)c2ccccc2)C(C)(C)C)c1	-2	0	4	-3	0	1	-3	-1	0
CCOC(=O)Cc1csc(Nc2ccc(Cl)cc2)n1	2	7	-5	-4	-2	1	-3	-2	10
CCOc1ccc(N(CC(=O)Nc2ccc(C)cc2)S(=O)(=O)c2c(C)[nH]c(=O)[nH]c2=O)cc1	-1	7	-7	-6	6	-9	-3	1	1
CCOC(=O)[C@H]1[C@H]2COc3ccc(OC)cc3[C@@H]2N2C(=O)c3cc(C)ccc3NC(=O)[C@@]12C	2	-1	2	-4	9	0	-4	0	2
Cc1nnc(SCC(=O)Nc2cc(C(N)=O)cc(C(N)=O)c2)n1-c1ccccc1	-1	-7	1	2	-2	3	1	28*	3
CCC1CCCCN1S(=O)(=O)c1ccc(C(=O)Nc2nnc(-c3ccccc3Cl)o2)cc1 (configuration not stated)	-8	7	0	0	2	-11	2	0	7

# (next part)
Compound	PME-1 inh	PREPL inh	PAD4 inh	LYPLA2 counter	PAFAH1B3 FP inh	GSTO1 inh	LYPLA1 inh	PAFAH1B2 FP inh	pPAFAH inh
Cc1[nH]c2ccc(C(=O)O)cc2c1C	-2	6	4	0	5	5	2	5	9
Cc1ccnc(SCC(=O)Nc2cc(C)on2)n1	5	-5	0	5	3	2	-4	-1	0
Cc1ccc(NC(=O)C2COc3ccccc3O2)nc1 (configuration not stated)	-1	-2	-1	5	3	-1	1	-1	-4
COc1ccc(CN(C(C)=O)c2ccccc2C(=O)O)cc1	4	-2	3	2	8	3	2	-1	-2
CCn1c(Cn2nnc(-c3ccccc3)n2)nnc1SCC(=O)Nc1cccc(C)c1C	-6	-1	-3	-2	7	2	0	1	3
CC(C)n1c(SCC(=O)NC2CC2)nnc1-c1ccco1	1	4	1	5	4	3	0	-2	3
COc1ccc(CC(=O)N(Cc2ccccc2)C(C)C)cc1	1	7	5	3	1	11	1	3	2
COc1ccc(NC(=O)c2ccc(-n3cccn3)c([N+](=O)[O-])c2)cc1	2	-5	-4	-5	4	4	-1	1	3
CCOC(=O)C1C(=O)CC(C)(O)C(C(=O)OCC)C1c1cc(Br)ccc1OC (configuration not stated)	-9	4	3	-6	6	4	-4	0	3
COc1cc(CC(NC(C)=O)C(=O)NC2CCN(C(=O)Nc3ccc(C)cc3)CC2)cc(OC)c1 (configuration not stated)	-1	-1	-1	-4	7	4	-5	-4	4
COc1ccc(Cn2nnnc2CN(Cc2cc3cc(C)ccc3[nH]c2=O)C2CCCC2)cc1	1	7	-1	4	3	-5	2	26*	2
COc1cccc(C2c3[nH]c4ccccc4c3CCN2Cc2cccc(C)n2)c1 (configuration not stated)	-1	4	-5	2	3	3	0	5	5
CCOC(=O)CSC1=C(C#N)C(c2ccccc2)C(C(C)=O)=C(C)N1 (configuration not stated)	1	11	-6	5	2	-3	0	2	1
Cc1cccc(C(=O)N=c2c(C#N)cc3c(=O)n4cccc(C)c4nc3n2Cc2ccco2)c1	-16	-3	3	-7	9&4	-4	-4	3&6	20
CCN(CC)CC(O)CN(c1ccccc1)S(=O)(=O)c1ccc2ccccc2c1 (configuration not stated)	0	-43	1	-2	11	4	-1	-1	8
O=C(Cc1ccccc1)Nc1ccc(NC(=O)c2ccco2)cc1Cl	2	9	3	-2	-5	8	-6	-2	9
CC(=O)N(Cc1ccc(F)cc1)C1=C(NCCc2ccccc2)C(=O)c2ccccc2C1=O	9	30	8	9	21	44*	3	17	6
CCCCC1=NN(C(=O)c2cccnc2)C(O)(C(F)(F)F)C1 (configuration not stated)	-3	-2	-6	2	.	-5	3	.	5
CN(C)c1nc(SCCOC(=O)Nc2ccccc2)nc(N(C)C)n1	-5	-2	-7	6	3	-6	-2	3	-1
O=C(Nc1ccc(NC(=O)c2cccs2)cn1)c1ccco1	-6	3	-3	1	1	-3	4	2	4
